FLuc inh: Photinus pyralis luciferase inhibition | purified P. pyralis luciferase, luminescence, biochemical | 76,000 compounds, 2.5% hits | P08659 | AID 1347043 | Potency, µM (top dose mostly 115 µM), without a hit: at the top dose activity change, negative = inhibition, actives largely listed as inhibitors; note: potency is the fitted concentration of half-maximal effect; nearly all actives have a fitted effect of over 65% in size
Target sequence (P08659 whole entry, looked up): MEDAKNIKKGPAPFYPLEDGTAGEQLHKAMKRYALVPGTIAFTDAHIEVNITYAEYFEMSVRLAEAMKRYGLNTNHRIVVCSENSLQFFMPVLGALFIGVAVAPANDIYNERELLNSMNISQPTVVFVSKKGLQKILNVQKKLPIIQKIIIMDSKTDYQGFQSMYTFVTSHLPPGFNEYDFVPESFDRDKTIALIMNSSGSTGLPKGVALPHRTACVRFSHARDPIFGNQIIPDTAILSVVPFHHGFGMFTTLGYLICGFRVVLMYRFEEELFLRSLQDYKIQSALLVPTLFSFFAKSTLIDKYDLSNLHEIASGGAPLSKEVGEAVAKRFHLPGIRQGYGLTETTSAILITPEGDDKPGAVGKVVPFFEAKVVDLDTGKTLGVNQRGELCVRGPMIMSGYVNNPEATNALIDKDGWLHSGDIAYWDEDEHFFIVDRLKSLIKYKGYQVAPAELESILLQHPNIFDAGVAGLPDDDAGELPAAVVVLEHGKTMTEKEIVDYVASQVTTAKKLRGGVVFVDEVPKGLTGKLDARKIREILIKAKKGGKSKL
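Luminescence read by CCD imager after adding enzyme (10nM final) to wells holding compound, titrated in qHTS. Substrates 10uM each D-luciferin and ATP; buffer 50mM Tris acetate pH 7.5, 10mM Mg acetate, Tween-20, BSA.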
HEK293 tox: cytotoxic compounds in HEK 293 cells. HEK 293 viability, ATP luminescence (CellTiter-Glo), 48-72 h. Potency, µM (doses to about 115 µM), for the others: at the top dose activity change, negative = cytotoxicity, usual class: inhibitors. 94,000 compounds, 6.6% hits. AID 1345083; note: potency is the fitted concentration of half-maximal effect; nearly all actives have a fitted effect of over 60% in size
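Cytotoxicity was scored by loss of ATP-coupled luminescence (CellTiter-Glo) in HEK 293 cells. Compound treatment ran 48 or 72 hr at 37 degree Celsius, 5% CO2, 95% humidity.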
GPT2 inh: inhibitors of human GPT2 alanine aminotransferase. Q8TD30. Recombinant GPT2, coupled pyruvate oxidase/HRP Amplex Red fluorescence. Potency, µM (highest dose often 57.7 µM), for inactives: at the top dose activity change, negative = inhibition, usual class: inhibitors. 100,000 compounds, 0.25% hits; note: potency is the fitted concentration of half-maximal effect; nearly all actives have a fitted effect of over 60% in size; many of its hits are not listed in these tables
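Recombinant GPT2 (10ng/uL) with 250uM a-KG and 2mM L-alanine, 30 min at room temperature, in HEPES pH 7.5 buffer. Pyruvate detected by pyruvate oxidase/HRP/Amplex Red fluorescence after 30 min in the dark; AOA (50uM) as positive control.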
SNCA viab count: counter-screen for SNCA expression inhibitors: cell viability; HEK-293-SNCA-luc viability, GF-AFC fluorescence, 24 h; Potency, µM (doses to about 57.1 µM), for the others: at the highest dose activity change, negative = cytotoxicity, hits mostly cytotoxic; 150,000 compounds, 0.12% hits; AID 1671193;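 note: potency is the fitted concentration of half-maximal effect; 0% = DMSO-treated cells and -100% = medium-only wells without cells; nearly all actives have a fitted effect of over 30% in size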
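HEK-293-SNCA-luc cells (1500/well) plated 24 h, then exposed 24 h to a dilution series; GF-AFC added 30 min at 37C, fluorescence 405/540 nm; normalised to medium-only and DMSO wells, Hill fit.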
SNCA expr inhib: SNCA gene expression inhibition | Potency, µM (highest dose often 57.2 µM), inactives show at the top dose activity change, negative = inhibition, usual class: inhibitors | 140,000 compounds, 0.17% hits | HEK-293 SNCA-luciferase knock-in, luminescence, 24 h;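 note: potency is the fitted concentration of half-maximal effect; plate controls were DMSO cells for no effect and cell-free wells for full effect; nearly all actives have a fitted effect of over 45% in size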
IP6K1 inhibitor: inhibitors of human IP6K1; IP6K1 kinase, ADP-Glo luminescence, 2 h; stronger effect = lower value; activity change, % (series mostly up to about 58 µM); 140,000 compounds, 0.81% hits; in the data active = activity change below about -25%
Target sequence (Q92551 whole entry, looked up): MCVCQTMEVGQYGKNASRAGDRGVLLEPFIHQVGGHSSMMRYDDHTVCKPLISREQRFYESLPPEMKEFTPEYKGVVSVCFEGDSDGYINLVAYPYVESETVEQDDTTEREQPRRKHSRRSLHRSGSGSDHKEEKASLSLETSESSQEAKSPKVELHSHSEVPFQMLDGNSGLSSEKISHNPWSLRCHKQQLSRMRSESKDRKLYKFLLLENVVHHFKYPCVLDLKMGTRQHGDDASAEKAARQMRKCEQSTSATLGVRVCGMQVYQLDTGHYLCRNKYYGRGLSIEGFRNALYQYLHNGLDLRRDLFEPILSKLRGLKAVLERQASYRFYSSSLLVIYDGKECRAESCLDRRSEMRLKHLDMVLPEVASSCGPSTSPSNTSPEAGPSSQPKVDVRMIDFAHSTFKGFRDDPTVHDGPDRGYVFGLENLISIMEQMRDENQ
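ADP-Glo luminescence measures ADP made by human IP6K1 during a 2 h RT reaction with ATP/IP6 (mix at 1.3 mM/130 uM); top library doses 57.5 and 19.1 uM final.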
NIH3T3 tox: kills NIH 3T3 cells | NIH 3T3 viability, CellTiter-Glo ATP luminescence, 48-72 h | Potency, µM (doses to about 96.7 µM), without a hit: top-dose activity change, negative = cytotoxicity, actives largely listed as inhibitors | 94,000 compounds, 4.3% hits | AID 1345082; note: potency is the fitted concentration of half-maximal effect; nearly all actives have a fitted effect of over 55% in size
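Luminescent ATP readout (CellTiter-Glo, 10 min RT) after 48 or 72 hr compound exposure of NIH 3T3 cells seeded at 400 cells/well in 1536-well format; quantitative HTS.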
The depositor's hits bear a star; i = inactive; ? = inconclusive; / = no result given; & = joins results of further samples; [ ] = dose if it differs, or a comment. Unless noted, calls come from the whole dose curve; as a rule, active = well fitted curve in the direction sought with a large enough effect; inconclusive = small, poorly fitted or top-dose-only effect, or another doubt; inactive = no such curve, though single readings can be large; an effect the other way counts as inactive or inconclusive. Unless noted, % is set by controls: 0 for no effect and ±100 for the full control effect.

Second line of a record – FLuc inh, SNCA viab count, NIH3T3 tox, IP6K1 inhibitor, SNCA expr inhib, GPT2 inh, HEK293 tox
COc1ccccc1-c1ccc(CN2CCCCC2C(=O)N2CCN(Cc3ccccc3)CC2)cc1 (centres undefined)
 : /, -17%, ?, 5, -1%, i, 32µM*
COc1ccccc1-c1ccc(CN2C3CCC2CN(C(C)C)C3)cc1
 : 9%, -8%, ?, -8, 4%, i, ?
Cc1ccc(Cl)cc1NC(=O)c1cc(-c2ccc3c(c2)OCCO3)on1
 : /, 9%, /, 2, ?, /, /
O=C(Nc1cccc(C(F)(F)F)c1)c1ccc2c(c1)nnn2C1CCCC1
 : /, 2%, /, 25, -5%, /, /
CCCCc1nn(CC(=O)N2CCN(c3ccccn3)CC2)c(=O)n1CC
 : -12%, 7%, -24%, -6, 4%, -18%, -26%
COc1ccc(Cl)cc1NC(=O)Cn1c(=O)n(Cc2nc(C)no2)c(=O)c2ccccc21
 : /, 6%, /, 15, ?, /, /
CCOc1ccc(Cc2nc(C3CC(=O)N(C4CCCCC4)C3)no2)cc1 (centres undefined)
 : -5%, -7%, -25%, 16, -8%, i, ?
O=C(NCc1ccccc1)c1cnc2sc(N3CCCC3)nn2c1=O
 : /, -3%, /, 25, 2%, /, /
COC(=O)c1ccc(Cl)cc1NC(=O)N(Cc1ccc(OC)cc1)C1CCN(C(C)=O)CC1
 : /, ?, /, -4, 14%, /, /
Nc1[nH]nc2nnc(-c3c(-c4ccccc4)nn4ccccc34)cc12
 : /, -10%&-24%, /, 0, -9%, -9%&-7%, /
COc1ccc(-c2cccc(C(=O)N3CCN(c4ncccn4)CC3)c2)nn1
 : /, /, -12%, -3, /, /, -1%
Cc1ccc2c(c1)-c1onc(C(=O)N3CCN(c4cccc(C)c4C)CC3)c1CO2
 : /, 13%, /, 5, 50%[activator], /, /
CCOC(=O)c1ccccc1Nc1cc(C)nc2nc(-c3ccco3)nn12
 : /, ?, /, -9, -14%, /, /
COc1ccc(-c2cn3c(n2)N(C(=O)Cc2ccccc2)CCC3)cc1
 : -7%, -13%, ?, 4, 35%, 3%, ?
O=S(=O)(N[C@H]1CO[C@H]2[C@@H]1OC[C@@H]2n1nnnc1Oc1ccc(-n2ccnc2)cc1)c1cccs1
 : 1%, 1%, -18%, -6, -17%, 1%, -17%
CCOC(=O)Cc1ccc(NC(=O)N2CC(CC)Oc3ccccc32)cc1 (centres undefined)
 : /, 8%, /, -8, 34%[activator], /, /
Cc1nn(C)c(C)c1S(=O)(=O)N1CCC2(CCC(=O)N(Cc3ccccc3)CC2)CC1
 : 0%, 11%, ?, 2, -6%, i, -22%
Cn1c(CO[C@H]2CN(C(=O)C(C)(C)C)C[C@H]2F)nc2ccccc21
 : 8%[172 µM], 0%[87.6 µM], -6%[138 µM], -2, 2%[87.6 µM], -2%[88.5 µM], -8%[172 µM]
O=C(Nc1cc(C2CC2)nn1-c1ccccc1)c1cccc(Cl)c1
 : /, -10%[87.6 µM], ?, -8, -9%[87.6 µM], i, ?
COCc1nnc2n1CCC(NC(=O)Cc1c[nH]c3ccccc13)CC2 (centres undefined)
 : 5%, -6%, -5%, 2, 4%, i, -1%

Looked up above:
`O=C(Nc1cc(C2CC2)nn1-c1ccccc1)c1cccc(Cl)c1` in SNCA viab count has -10%[87.6 µM]
`COC(=O)c1ccc(Cl)cc1NC(=O)N(Cc1ccc(OC)cc1)C1CCN(C(C)=O)CC1` in IP6K1 inhibitor has -4
`Nc1[nH]nc2nnc(-c3c(-c4ccccc4)nn4ccccc34)cc12` in IP6K1 inhibitor has 0

(more compounds)
Second line of a record – FLuc inh, SNCA viab count, NIH3T3 tox, IP6K1 inhibitor, SNCA expr inhib, GPT2 inh, HEK293 tox
COc1ccc(NC(=O)CN2CCN(Cc3ccccc3)S2(=O)=O)c(OC)c1
 : /, -7%, /, 38, -26%, /, /
Cc1noc(C)c1CN1CCc2nc(C(=O)Nc3cccc(C(F)(F)F)c3)oc2CC1
 : -26%[172 µM], -28%[87.6 µM], ?, -2, -13%[87.6 µM], 2%[88.5 µM], ?
CCc1ccc(S(=O)(=O)N2C[C@@H](F)C[C@H]2C(=O)N2CCOCC2)cc1
 : 0%, 5%, 5%, 4, 12%, -12%, 2%
O=C(Cn1nc(C(F)(F)F)c2c1CCCC2)Nc1ccc(Cl)cc1
 : /, -4%, /, 4, -44%, /, /
COC(=O)c1ccc(NC(=O)Nc2nnc(N(C)C3CCCCC3)s2)cc1
 : /, -3%, /, -8, -2%, /, /
NNC(=O)c1ccncc1
 : /, 5%, /, 22, 13%, 0%&-12%, /
COc1ccc(-c2c(C(=O)NCC3CCCCC3)nc3sccn23)cc1
 : /, ?, ?, 14, -28%[87.6 µM], i, ?
O=C(c1cccs1)N1CC[C@@H]2COCCN(Cc3cccnc3)[C@@H]2C1
 : 3%, -13%, -25%, 13, 0%, -4%, 12%
Cc1ccc(NC(=O)Nc2ccccc2)c(=O)n1CC(=O)NCCN1CCCCC1
 : -27%, 7%, i, -8, 43%[activator], -2%, 9%
Cc1ccc2cccc(NC(=O)c3cccc4c(Br)cccc34)c2n1
 : /, 1%, /, 19, 1%, /, /
O=C(NCCc1csc(-c2cccc(F)c2)n1)C(=O)Nc1cc(F)ccc1F
 : /, 2%, /, 36, 33%[activator], /, /
O[C@@H]1C[C@@H](c2nc(Cc3ccc(F)cc3Cl)no2)N(Cc2cc3ccccc3o2)C1
 : 2%[172 µM], -2%[87.6 µM], ?, -6, 16%[87.6 µM], i, ?
CCOc1ccccc1CN(CCc1ccc2c(c1)OCO2)Cc1cccc(OC)c1OC
 : /, -27%, /, -1, ?, /, /
COc1cc(Cl)ccc1C(=O)N1CCC(N2CC3CC(C2)[C@H]2CCCC(=O)N2C3)CC1 (some centres undefined)
 : -5%, 18%, i, 28, 26%, -1%, -14%
COC(=O)CNC(=O)C1CCCN1Cc1ccc(-c2cc(C)cc(C)c2)cc1 (centres undefined)
 : /, 6%, ?, 0, 23%, i, ?
COc1cccc(CN2C(=O)CCCCC2C(=O)N(C)CCc2c(C)nn(C)c2C)c1 (centres undefined)
 : -1%, -9%, 5%, 20, 5%, i, 7%
O=C(c1ccc(F)cc1)N1CCC2(CC1)CN[S+](=O)([O-])c1cccnc1O2
 : /, 3%, -28%, 15, 52%[activator], 4%, -18%
O=C(c1ccncc1)N1CCC(CCOc2ccccc2)C1 (centres undefined)
 : 3%, 3%, ?, 31, -25%, i, ?
COc1ccc(CN2CC[C@H]3CN(C)CC[C@H]3CC2=O)cc1
 : -1%[172 µM], 2%[87.6 µM], i, -6, ?, -7%[88.5 µM], 4%[172 µM]
CCOC(=O)CNc1nc2ccccc2n2c(C)nnc12
 : /, -3%, /, -2, 20%, /, /
CC(C)NC(=O)NCC1Cn2cccc2C(=O)N1Cc1ccccc1 (centres undefined)
 : -1%, -6%, -14%, 16, 1%, i, -3%
CC(C)(C)c1ccc(C(=O)NCCc2csc(-c3ccc(Cl)cc3)n2)cc1
 : /, -2%, /, 22, -13%, /, /
CCN(CC)C(=O)Cn1cc(C(=O)N2CCN(c3nc4ccccc4s3)CC2)nn1
 : 7%, ?, -25%, 4, 54%[activator], i, -20%
CCN(CC)C(=O)CCc1c(C)nn(-c2ccccc2C)c1Oc1cccc(F)c1
 : -2%, 0%, ?, 5, -10%, -1%, 40µM*
CCc1noc(-c2ccn3c(CNC(=O)c4cccc(F)c4)nnc3c2)n1
 : 10%, 1%, i, 17, 2%, i, i
CCN1CCN(CC(=O)N2CC(C)(C)[C@@](C)(O)C2)CC1
 : -2%, 0%, 2%, 0, 7%, i, -5%
O=C(Cc1cccc(F)c1)NCCC1CCN(C(=O)Nc2ccc(F)cc2)CC1
 : -9%, 2%, -23%, -2, 3%, -2%, -10%
Cc1oc(-c2ccc(F)cc2)nc1CN1CCC2(CCCO2)CCC1=O (centres undefined)
 : -2%, -4%, -30%, 23, 1%, i[11.5 µM], -21%
O=C(N[C@H](Cc1ccncc1)C1CC(O)C1)c1ccc(CO)o1 (some centres undefined)
 : 7%, 1%, -1%, -5, 15%, -1%, -5%
Fc1ccc(CN2CC[C@H](c3nc4ccccc4o3)C2)cc1F
 : ?, 8%[87.6 µM], -26%[138 µM], 6, 4%[87.6 µM], -9%[88.5 µM], ?
CNC(=O)[C@@H]1CN(C(=O)c2nccc3ccccc23)C[C@H]1c1nc(COC)no1
 : -3%, ?, 0%, 8, -5%, -1%, i
COCCn1c(C)cnc1CC1CCN(C(=O)c2ccc(C)s2)CC1
 : 4%, 6%, 4%, -5, 15%, i, 2%
COc1cc(C(=O)NC2CCN(c3cc(-c4ccc(F)cc4)[nH]n3)C2)cc(OC)c1OC (centres undefined)
 : -6%, -3%, ?, 15, -28%, ?, ?
Cc1ccc(CNC(=O)C2CCCCC(=O)N2C)o1 (centres undefined)
 : 11%, 8%, i, 23, 38%[activator], -5%, -2%
CC1CCC2(CC1)NC(=O)N(CC(=O)NCc1ccc3c(c1)OCO3)C2=O (centres undefined)
 : 0%, 6%, -13%, 12, -3%, i, -2%
COCCNC(=O)c1ccc2c(c1)N(C)C(CC(=O)NCC(F)(F)F)CO2 (centres undefined)
 : -6%, 3%, -4%, 37, -14%, 0%, i
COc1ccc(CNC(=O)c2ccc(-c3ccc(N4CCSCC4)nc3)cc2)cc1
 : -20%, 6%, i, -5, 17%, i, -7%
Cc1cccc(N2CCN(C(=O)c3ccc4c(Cl)c5c(nc4c3)CCCC5)CC2)c1C
 : /, 6%, /, 12, 48%, /, /
O=C(NCCc1noc(-c2ccncc2)n1)c1c2c(nc3ccccc13)CCCC2
 : ?, -10%[12.5 µM], ?, 4, ?, 3%, ?
CCOc1cc(C(=O)N2CCCN(c3cc(-c4ccccc4)[nH]n3)CC2)cc(OCC)c1OCC
 : -2%, -17%, -9%, 18, -34%, -18%, ?

Three compounds from above with just NIH3T3 tox and FLuc inh.
canonical_smiles	NIH3T3 tox	FLuc inh
COc1cc(C(=O)NC2CCN(c3cc(-c4ccc(F)cc4)[nH]n3)C2)cc(OC)c1OC (centres undefined)	?	-6%
Cc1ccc(CNC(=O)C2CCCCC(=O)N2C)o1 (centres undefined)	i	11%
CC1CCC2(CC1)NC(=O)N(CC(=O)NCc1ccc3c(c1)OCO3)C2=O (centres undefined)	-13%	0%

Later entries:
Second line of a record – FLuc inh, SNCA viab count, NIH3T3 tox, IP6K1 inhibitor, SNCA expr inhib, GPT2 inh, HEK293 tox
O=C(c1nc2sccn2c1-c1ccc(C(F)(F)F)cc1)N1CCCCC1
 : /, -15%, -30%, 16, 4%, i, ?
CCOc1ccc(C(=O)Nc2ccc3c(c2)CCC(=O)N3CC(C)C)cc1
 : -2%, ?, ?, 14, ?, i, 28µM*
CNC(=O)[C@@H](C1CC1)N1CCC[C@H]1C(=O)N1CCC(C)CC1
 : 2%[172 µM], -1%[87.6 µM], i, 11, 5%[87.6 µM], 1%[88.5 µM], i
Cc1ccc(CN2CCC(CNC(=O)NC(C)C)C2)cc1C (centres undefined)
 : 0%, 1%, -22%, -1, 18%, -1%, ?
